Source: PubChem BioAssay (National Center for Advancing Translational Sciences (NCATS))
HEK293 tox – qHTS of GLP-1 Receptor Inverse Agonists: Cytotox Screen; Potency, µM (top dose mostly 38.3 µM), inactives show at the highest dose activity change, negative = inhibition, hits mostly inhibitors; AID 624418, 2012; actives 0.13% (n = 410,000); HEK293 cAMP-luciferase reporter cells, luminescence, 24 h;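 further: loss of luciferase light is scored as toxicity; potency means the concentration at half of the fitted maximal effect; on the % scale 0 is the no-effect control and ±100 the full control effect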
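To flag toxic compounds, the library was rerun on cells for 24 hr at 37 deg C and 5% CO2. Viability-linked luminescence was captured 12 min after adding luciferase detection reagent.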
DRD3 antagonist – qHTS of D3 Dopamine Receptor Antagonist: qHTS. actives 2.5% (n = 360,000). D3R cells, DiscoveRx beta-arrestin luminescence, antagonist mode; stronger effect = lower value. D(3) dopamine receptor (Homo sapiens), P35462. max response, negative = inhibition, %; in the data active means max response below about -50%; inconclusive means no clear call, values can overlap the other calls; further: on the % scale 0 is the no-effect control and ±100 the full control effect; mostly tested at two doses, the higher about 12 µM
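Cells plated overnight at 1500 cells/well, then exposed to library compounds with dopamine controls for 90 minutes at 37 degrees C. DiscoveRx reagent added for 30–60 minutes at room temperature; luminescence read, quantitative HTS format.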
GLP1R ag – qHTS of GLP-1 Receptor Agonists; HEK293 GLP-1R CRE-luciferase, luminescence, 4-6 h; cells express a hypersensitive GLP-1R form; actives 0.007% (n = 380,000); Potency, µM (series often up to 45.6 µM), inactives show at the highest dose activation, actives largely listed as activators; further: potency means the concentration at half of the fitted maximal effect; % of control where 0% means no effect
IL2 activator – qHTS of IL-2 Activators. IL-2 activation reporter assay, cell-based qHTS; stimulated with anti-CD3/CD4/CD28 beads; in transgenic mouse T cells. activation, % (series mostly up to about 46 µM). actives 0.065% (n = 360,000); in the data active means activation above about 50%; inconclusive means mostly about 30% to 49%; further: 0% is about no effect
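Unstimulated transgenic mouse T cells preincubated 60 min with compound, then stimulated with anti-CD3/anti-CD4-coated beads plus anti-CD28 for 18 h at 37 degrees C. IL-2 response read as EGFP and DsRed fluorescence by plate cytometry.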
DRD3 agonist – qHTS of D3 Dopamine Receptor Agonist: qHTS. D3R DiscoveRx beta-arrestin cells, luminescence, 90 min. max activation, %. actives 0.58% (n = 410,000); in the data active means max activation above about 30%; further: 0% is about no effect; mostly tested at two doses, the higher about 12 µM
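Agonist mode: compounds and dopamine controls were applied to plated cells for 90 min at 37 degrees C after an overnight attachment at 1500 cells/well. Luminescent read-out followed 30 - 60 minutes at room temperature with DiscoveRx detection reagent.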
PLK1 PBD block – qHTS for Inhibitors of PLK1-PDB (polo-like kinase 1 - polo-box domain): Primary Screen; Plk1 PBD binding of FITC phosphopeptide, fluorescence polarization; actives 2.8% (n = 360,000); AID 720504, 2013; Potency, µM, for the others: max response, negative = inhibition, usual class: inhibitors; Serine/threonine-protein kinase PLK1 (Homo sapiens), P53350; further: potency means the concentration at half of the fitted maximal effect; series mostly up to about 57 µM; on the % scale 0 is the no-effect control and ±100 the full control effect; nearly all actives have a fitted effect of over 65% in size
Target sequence (P53350 whole entry, looked up, the tested form may be a part): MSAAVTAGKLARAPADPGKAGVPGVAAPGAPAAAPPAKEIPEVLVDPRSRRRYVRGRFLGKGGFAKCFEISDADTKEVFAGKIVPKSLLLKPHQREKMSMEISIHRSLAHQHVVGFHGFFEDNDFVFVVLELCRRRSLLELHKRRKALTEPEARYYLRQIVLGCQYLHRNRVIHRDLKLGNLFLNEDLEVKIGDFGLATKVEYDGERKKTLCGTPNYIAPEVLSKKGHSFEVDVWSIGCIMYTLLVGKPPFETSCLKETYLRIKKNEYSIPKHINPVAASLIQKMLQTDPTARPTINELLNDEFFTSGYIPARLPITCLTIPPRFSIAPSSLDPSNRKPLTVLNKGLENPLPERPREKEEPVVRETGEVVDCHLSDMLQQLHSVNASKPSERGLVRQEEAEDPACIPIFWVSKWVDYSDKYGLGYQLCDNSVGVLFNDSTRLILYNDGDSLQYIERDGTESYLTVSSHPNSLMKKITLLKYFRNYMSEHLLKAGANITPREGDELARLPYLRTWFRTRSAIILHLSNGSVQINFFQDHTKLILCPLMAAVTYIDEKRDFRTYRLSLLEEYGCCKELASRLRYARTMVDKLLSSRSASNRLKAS
PI5P4Ka inh – qHTS for Inhibitors of phosphatidylinositol 5-phosphate 4-kinase (PI5P4K) | AID 652105, 2013 | PI5P4Kalpha enzyme, ADP-Glo luminescence, 60 min; stronger effect = lower value | max response, % | actives 1.2% (n = 330,000) | Phosphatidylinositol 5-phosphate 4-kinase type-2 alpha (Homo sapiens), P48426; active means max response of -50% or lower; inconclusive means between -30% and -50%; inactive means -30% or higher; further: value at the top dose of about 77 µM; on the % scale 0 is the no-effect control and ±100 the full control effect
Target sequence (P48426 whole entry, looked up): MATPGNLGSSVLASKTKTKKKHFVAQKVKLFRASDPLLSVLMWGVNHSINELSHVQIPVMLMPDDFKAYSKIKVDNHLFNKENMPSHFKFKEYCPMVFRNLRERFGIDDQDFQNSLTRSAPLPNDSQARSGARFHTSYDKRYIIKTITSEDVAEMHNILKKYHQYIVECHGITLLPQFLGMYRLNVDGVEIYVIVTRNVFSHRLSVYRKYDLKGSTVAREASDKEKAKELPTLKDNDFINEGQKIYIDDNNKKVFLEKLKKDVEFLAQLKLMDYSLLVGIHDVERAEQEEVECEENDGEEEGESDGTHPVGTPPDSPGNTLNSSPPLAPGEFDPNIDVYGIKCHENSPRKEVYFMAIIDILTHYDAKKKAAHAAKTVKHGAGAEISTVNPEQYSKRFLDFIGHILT
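PI5P4Kalpha ADP-Glo assay; 5 microM ATP final; 60 min RT reaction; HEPES pH 7.4/EGTA/CHAPS, 5% DMSO; controls lacking substrate or enzyme; luminescent end-point.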
WRN helicase inh – qHTS for Inhibitors of WRN Helicase; Bifunctional 3'-5' exonuclease/ATP-dependent helicase WRN (Homo sapiens), Q14191; actives 0.46% (n = 360,000); WRN helicase unwinding, fluorescent forked duplex, kinetic; Potency, µM (highest dose often 114 µM), for the others: at the top dose activity change, negative = inhibition, usual class: inhibitors; AID 651768, 2012; further: potency means the concentration at half of the fitted maximal effect; on the % scale 0 is the no-effect control and ±100 the full control effect; nearly all actives have a fitted effect of over 55% in size
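Primary qHTS, 1536-well format. 20 nM WRN + compound, 15 min RT; start with 100 nM forked fluorophore/quencher duplex, 2 mM ATP (final); kinetic read ex 525/em 598 nm.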
GLP-1R inv ag – qHTS of GLP-1 Receptor Inverse Agonists (Inhibition Mode); Glucagon-like peptide 1 receptor (Homo sapiens), P43220; HEK293 GLP-1R CRE-luciferase, luminescence, 24 h; GLP-1R form is constitutively active; Potency, µM (titrated, usually from 38.3 µM), for the others: at the highest dose activity change, negative = inhibition, usual class: inhibitors; actives 1.6% (n = 410,000); further: potency means the concentration at half of the fitted maximal effect; on the % scale 0 is the no-effect control and ±100 the full control effect; nearly all actives have a fitted effect of over 55% in size
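HEK293 cells stably co-expressing a cAMP-responsive luciferase reporter and constitutively active GLP-1R were seeded, incubated 12 h, then exposed to compounds for 24 h at 37 C. Luminescence was read 12 min after detection reagent; inverse agonists lower signal.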
The depositor's hits bear a star; ? = inconclusive; nt = no result given; & = joins results of further samples; [ ] = remark or other dose. Unless noted, the call rests on the fitted dose curve; in most records, active means well fitted curve in the direction sought with a large enough effect; inconclusive means small, poorly fitted or top-dose-only effect, or another doubt; inactive means no such curve, though single readings can be large; an effect the other way counts as inactive or inconclusive.

SMILES	HEK293 tox	DRD3 antagonist	GLP1R ag	IL2 activator	DRD3 agonist	PLK1 PBD block	PI5P4Ka inh	WRN helicase inh	GLP-1R inv ag
O=C1CC(N(C(=O)c2ccco2)c2cccc(Cl)c2)C(=O)N1c1cccc(Cl)c1 (configuration not stated)	-5.5%	11.9	-5.8%	-3.1	13.4	-0.8%	nt	-1.4%	8.5%
O=[N+]([O-])c1ccc(S(=O)(=O)c2ccccc2)nc1	-18.8%	-151.1*	-7.1%	-4.2	-5.3	5.32µM*	-2.7	?	?
CCC(c1nnc(SCC(=O)N2CC(=O)Nc3ccccc32)n1Cc1ccccc1)N(C)C (configuration not stated)	-1.5%	0.0	-0.2%	1.3	-4.4	3.1%	0.1	-8.0%[57.1 µM]	1.4%
CN(C)C(=O)N1CCCC(C(=O)NCc2cccs2)C1 (configuration not stated)	-20.3%	5.9	-0.3%	-2.0	2.4	1.0%	nt	4.9%[57.1 µM]	3.8%
CC12C(=O)N(Cc3ccccc3)C(=O)C1C1C=CC2C1 (configuration not stated)	-2.6%	12.6	-10.8%	-0.3	2.9	-24.7%	6.2	6.4%	-25.8%
Cc1cc(NC(=O)c2ccccc2)c(Cl)cc1N	-13.7%	5.4	14.5%	0.9	4.7	2.5%	-6.9	17.3%	26.8%
CC1(c2ccccc2)NC(=O)N(CC(=O)Nc2ccc3c(c2)CCC3)C1=O (configuration not stated)	-13.2%	-25.9	2.8%	-0.7	-4.5	-3.8%	-8.2	13.1%	10µM*
COc1ccc(C(=O)NNC(=O)c2ccc3ccccc3c2)cc1	14.5%	-7.8	1.0%	-0.3	-4.4	0.8%	0.1	-19.9%	23.9%
CC(=O)NC1CC2CCCC(C1)N2C(=O)Nc1c(C)cccc1C (configuration not stated)	6.8%	13.6	-1.8%	5.5	3.9	-1.0%	0.7	-2.9%	7.4%
CCOc1ccccc1C(=O)NC(C(=O)N(C)Cc1ccc2c(c1)OCO2)C(C)C (configuration not stated)	-10.7%	12.0	-0.7%	-0.1	4.8	-6.9%	4.3	3.1%	?
O=C(CCN1C(=O)C2C3CC(C(Br)C3Br)C2C1=O)OCC(=O)c1ccccc1 (configuration not stated)	9.1%	-16.5	3.3%	-2.5	-2.5	26.7µM*	-7.3	-1.3%	11.4%
Brc1cccc(-c2nnc3sc(CNC4CCCC4)cn23)c1	7.7%	?	-1.3%	-2.0	-17.2	-6.9%	-6.0	7.6%	31.8%[activator]
COc1ccc(-n2c(Cc3cccn3C)nnc2SCC(=O)Nc2ccc(C)cc2)cc1	1.9%	20.7	1.0%	-2.9	3.1	0.6%	0.5	5.6%	-13.2%
COC(=O)C1=C(N)Oc2cc(C)n(CC3CCCO3)c(=O)c2C1c1ccc(Cl)c(Cl)c1 (configuration not stated)	6.6%	-17.9	-15.5%	0.4	-11.8	0.4%	nt	-18.4%	?
COc1ccc(OC)c(C(=O)Cn2c3[n+](c4ccc(C(F)(F)F)cc42)CCCCC3)c1	-9.2%	-4.5	5.6%	-1.0	-5.3	-8.4%	0.9	0.7%	-8.1%

Grouped by structure, those above with bromine
SMILES	HEK293 tox	DRD3 antagonist	GLP1R ag	IL2 activator	DRD3 agonist	PLK1 PBD block	PI5P4Ka inh	WRN helicase inh	GLP-1R inv ag
O=C(CCN1C(=O)C2C3CC(C(Br)C3Br)C2C1=O)OCC(=O)c1ccccc1 (configuration not stated)	9.1%	-16.5	3.3%	-2.5	-2.5	26.7µM*	-7.3	-1.3%	11.4%
Brc1cccc(-c2nnc3sc(CNC4CCCC4)cn23)c1	7.7%	?	-1.3%	-2.0	-17.2	-6.9%	-6.0	7.6%	31.8%[activator]

Remaining list, next part.
SMILES	HEK293 tox	DRD3 antagonist	GLP1R ag	IL2 activator	DRD3 agonist	PLK1 PBD block	PI5P4Ka inh	WRN helicase inh	GLP-1R inv ag
NS(=O)(=O)c1ccc(NS(=O)(=O)/C=C/c2ccccc2)cc1	-7.5%	?	-0.7%	0.4	6.3	-9.0%	nt	1.7%	0.0%
CN(N=C(c1ccccc1)c1ccccc1)c1ccccc1	-6.3%	1.6	3.7%	0.4	-15.2	-4.1%	0.0	1.8%	?
COc1cc(C(CC(=O)Nc2cc(C)ccn2)N2Cc3ccccc3C2=O)cc(OC)c1OC (configuration not stated)	2.0%&3.0%	5.9	-0.1%&-2.9%	-0.2	2.1&2.1	1.7%	-5.9	-1.5%	5.9%&32.5%
CN(C1(C)CCS(=O)(=O)C1)S(=O)(=O)c1ccc2ccccc2c1 (configuration not stated)	5.3%	-2.3	4.5%	2.7	-0.7	-18.8%	2.3	4.7%	?
CCN1C(=O)[C@H]2[C@@H](c3ccc(C)cc3)N3C(=O)N(c4ccc(C(F)(F)F)cc4)C(=O)[C@@]3(CC(C)C)[C@H]2C1=O	6.2%	1.7	-1.0%	-1.2	5.0	-3.4%	17.0	-3.5%	?
O=C(COc1coc(CN2CCc3ccccc3C2)cc1=O)Nc1cccc(Cl)c1	-9.9%	10.7	-0.2%	0.5	5.0	4.5%	-19.6	-13.3%	?
CCCCOP(=O)(OCCCC)C1(C)CC(=O)CC(C)(C)C1 (configuration not stated)	3.8%	6.5	6.4%	0.0	-7.1	-4.5%	12.2	6.3%	-10.4%
O=C(C1CCCCCC1)N1CC[C@@H](N2CCC(O)CC2)[C@H](O)C1	-5.2%	-8.5	-16.6%	-0.6	-6.2	-12.8%	-8.5	-29.2%	-9.1%
O=C(Cc1ccc(NC2=NC3CS(=O)(=O)CC3S2)cc1)NCCc1ccccc1 (configuration not stated)	-6.5%	-11.3	1.2%	0.9	-6.2	-13.0%	-6.3	4.3%	-2.4%
Cc1ccc(OCC(=O)NNC(=O)c2cc3ccccc3o2)cc1C	12.5%	21.2	-2.6%	-3.7	1.5	-1.4%	9.0	-19.5%	0.1%
O=C1c2ccccc2-c2nc3ccccc3nc21	-6.5%	?	-9.5%	0.1	-1.8	-6.2%	-0.7	-8.9%	9.9%
Fc1cccc(/C=N/Nc2nc3ccccc3[nH]2)c1	?	22.1	1.4%	-0.9	8.9	6.0%	-5.0	9.3%	1.6%
CC(NC(=O)c1ccc(NS(C)(=O)=O)cc1)c1ccccc1 (configuration not stated)	-7.1%	-11.8	-0.1%	0.1	-4.1	0.7%	6.1	-11.6%	10.0%
CC(CCl)n1c(=O)c2ccccc2n1S(C)(=O)=O (configuration not stated)	7.5%	-3.4	-4.2%	0.1	-0.7	-10.2%	-2.4	-5.8%	2.3%
Cc1ccc(C2=C(CC(=O)O)C(=O)CC2)cc1	-6.4%	10.6	4.9%	0.6	3.5	-2.9%	0.1	-7.3%	9.1%
Cc1cc(C(=O)CN2C(=O)NC3(CCCCC3C)C2=O)c(C)n1Cc1cccs1 (configuration not stated)	-0.7%	-16.5	0.8%	-2.3	-21.6	-18.7%	-3.4	0.3%	?
O=C(Nc1ccccc1F)c1ccccc1-c1ccccc1	10.9%	13.9	-0.9%	-3.7	19.1	-9.7%	-1.5	3.1%	?
COc1coc(C(O)CN)cc1=O (configuration not stated)	-7.0%	-11.6	1.1%	-2.4	-13.2	-2.4%	0.3	-2.1%	6.8%
C=CCn1c(COC)nnc1SCC(=O)c1ccc(F)cc1	-4.3%	10.1	-9.2%	-1.4	4.4	-16.3%	nt	4.6%	-16.0%
Cc1ccc(-c2n[nH]c(=O)c3ccccc23)cc1S(=O)(=O)N(C)CCO	0.2%	3.7	5.3%	-0.2	-1.3	-0.7%	-6.5	0.6%	62.4%[activator]
CCOc1ccc(C(=O)NNC(=O)CN2C(=O)C3CC=CCC3C2=O)cc1OC (configuration not stated)	0.5%	3.6	4.1%	0.1	4.4	-8.8%	-3.0	2.0%	2.2%
CN(NC(=O)Nc1ccccc1)c1cnn(C)c(=O)c1Cl	4.3%	-25.0	-1.7%	0.3	4.9	-12.0%	-5.8	9.6%	11.5%
Cc1cccc(NC(=O)CN(C2=NC3CS(=O)(=O)CC3S2)c2ccccc2F)c1 (configuration not stated)	-9.3%	15.1	-2.6%	4.0	3.8	4.0%	0.9	4.2%	-24.0%
CCCC(=O)Nc1cccc(NC(=O)c2ccccc2Br)c1	-20.8%	-10.1	-0.4%	-1.2	7.9	0.0%	nt	-9.4%	1.1%
NC(=O)c1nsc(C(=O)N(CC(=O)NC2CCCCC2)c2cccc(F)c2)c1N	-8.1%	5.0	6.8%	-2.5	-5.6	0.1%	3.7	-0.4%	9.8%
COc1ccc(NC(=O)CSc2nnnn2-c2cccc(OC)c2)cc1	-9.8%	26.1	-3.4%	-0.5	5.5	5.2%	0.0	-1.6%	6.7%
O=C1N/C(=C/c2cccn2-c2ccccc2)C(=O)N1c1cccc(Cl)c1	6.8%	2.7	-4.1%	2.2	5.0	3.7%	6.7	-2.2%	0.0%
CCC(c1nnc(SCC(=O)NCC2CCCO2)n1Cc1ccccc1)N(C)C (configuration not stated)	-0.9%	?	-9.0%	-0.9	1.1	-6.6%	2.0	1.1%	0.2%
NC(N)=N/N=C/c1cccc(Cl)c1Cl	?	-1.9	0.4%	6.4	-16.0	-4.2%	-11.0	12.6%	10µM*
CCc1nnc(NC(=O)CCc2c[nH]c3ccccc23)s1	0.0%	-0.8	8.2%	-5.0	2.0	-13.1%	-22.2	0.8%	10.4%
Cc1nc2ccc(NC(=S)NCc3ccccc3)cc2nc1C	0.3%	0.7	22.9%	-1.4	3.0	-22.9%	-7.2	-1.6%	31.4%[activator]

Compounds were not picked by outcome; overall some 7.8% were active at least once.
